UPR CHOP act: activators of apoptotic arm of unfolded protein response (CHOP); CHO-CHOP luciferase reporter, UPR activation, luminescence; percent of tunicamycin response over DMSO baseline; activation, % at 10 µM; 0.34% of 330,000 active;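 active means at 10 µM dose, activation of 40% or more, normalized to positive control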;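 further: 100% = tunicamycin at 10 µg/mL and 0% = DMSO alone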
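Material: CHO-CHOP cells, stable luciferase reporter of PERK-eIF2a-CHOP signalling; quantity: 500 reporter cells seeded per well; buffer or medium: F12 medium containing 10% fetal bovine serum; compound: one dose, 10 µM in 0.5% DMSO; incubation: 6 h compound treatment, 37 °C; measured by: Steady-Glo luciferase luminescence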
UPR XBP1 act: adaptive UPR (XBP1) activation; 0.33% of 330,000 active; CHO-XBP1 luciferase reporter, IRE1-XBP1 UPR activation, luminescence; percent of tunicamycin response, DMSO as zero; activation, % at 20 µM; AID 463104;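 active means versus positive control, 20 µM dose yields 30% or more activation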;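 further: 100% = tunicamycin at 10 µg/mL and 0% = DMSO only wells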
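Material: CHO cell line with stable XBP1 luciferase reporter; buffer or medium: F12 medium containing 10% fetal bovine serum; compound: single point, 20 µM final compound, 1% DMSO; incubation: 6 h treatment, 37 °C; measured by: glow luminescence from Steady-Glo reagent; evaluation: activation, % of tunicamycin; control set: tunicamycin high, DMSO low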
APJ antag: blocks the human apelin receptor APJ; inhibition, % at 20 µM; P35414; CHO-K1 APJ beta-arrestin complementation, luminescence; 0.32% of 330,000 active;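 active means inhibition above about 40% at 20 µM, limit read from the data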;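 further: cells challenged with 10 nM apelin-13 agonist together with compound; plate controls were apelin-13 plus DMSO wells for no effect and DMSO wells lacking apelin-13 for full effect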
Target sequence (P35414 whole entry, looked up): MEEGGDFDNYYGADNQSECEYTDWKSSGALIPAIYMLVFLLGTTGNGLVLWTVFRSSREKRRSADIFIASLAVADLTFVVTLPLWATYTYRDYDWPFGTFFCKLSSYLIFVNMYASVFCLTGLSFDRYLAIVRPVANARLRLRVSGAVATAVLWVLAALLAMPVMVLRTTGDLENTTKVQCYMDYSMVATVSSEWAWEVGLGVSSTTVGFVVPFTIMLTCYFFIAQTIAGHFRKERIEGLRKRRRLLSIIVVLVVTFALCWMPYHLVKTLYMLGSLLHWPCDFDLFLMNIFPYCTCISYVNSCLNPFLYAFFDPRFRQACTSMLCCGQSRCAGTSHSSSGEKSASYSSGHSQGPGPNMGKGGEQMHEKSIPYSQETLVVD
Mdm2 MdmX PPI: disrupts the human Mdm2-MdmX interaction | O15151+Q00987 | SaOS-2 split-luciferase Mdm2/MdmX complementation, luminescence | inhibition, % at 8 µM | 3% of 330,000 active;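 active means inhibition of at least 50% at 8 µM in the primary screen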
CXCR6 inh: inhibitors of human CXCR6 receptor; CHO-K1 PathHunter CXCR6 beta-arrestin, luminescence; inhibition, % at 20 µM; 0.36% of 360,000 active; in the data active means inhibition above about 34%, passing the limit was not always enough;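 further: antagonist mode with CXCL16 agonist at 10 nM final; 0% = 10 nM CXCL16 with DMSO and 100% = unstimulated wells without agonist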
Target sequence (O00574 whole entry, looked up): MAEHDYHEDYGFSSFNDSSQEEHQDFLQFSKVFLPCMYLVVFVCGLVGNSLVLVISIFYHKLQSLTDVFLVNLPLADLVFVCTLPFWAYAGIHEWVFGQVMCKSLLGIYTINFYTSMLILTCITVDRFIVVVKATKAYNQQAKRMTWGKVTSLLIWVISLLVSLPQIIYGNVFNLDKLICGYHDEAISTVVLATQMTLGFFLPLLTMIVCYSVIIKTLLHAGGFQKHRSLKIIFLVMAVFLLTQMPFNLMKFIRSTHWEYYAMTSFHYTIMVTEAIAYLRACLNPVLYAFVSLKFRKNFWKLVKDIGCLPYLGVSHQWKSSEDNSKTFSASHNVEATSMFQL
tim10-1 inh: inhibits growth of tim10-1 mutant yeast. S. cerevisiae tim10-1 ts strain growth, BacTiter-Glo, 24 h. inhibition, % at 20 µM. 2.2% of 330,000 active. AID 463190;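 active means inhibition of at least 40%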;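 further: mutant grown at 25 °C; 0% = DMSO wells with yeast and 100% = wells holding no yeast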
APJ ag: activates the human apelin receptor APJ; P35414; activation, % at 20 µM; 0.11% of 330,000 active; CHO-K1 APJ PathHunter beta-arrestin, luminescence; 0% DMSO wells, 100% apelin;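 active means activation more than six SD over the plate average, tested at 20 µM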;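 further: 0% = DMSO alone and 100% = apelin-13 at 10 nM; some results filed as inactive read as strong as hits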
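Assay system: CHO-K1 cells stably expressing ProLink-tagged human APJ and arrestin–beta-gal acceptor. Compound dosing: 20 µM single point, 1% DMSO. Times: 16-18 h seeding, 90 min dark compound exposure, 60 min detection. Detection: beta-gal luminescence. Evaluation: APJ–arrestin association signal. Controls: negative DMSO alone, positive Apelin-13 at 10 nM.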
TIM10 inh: growth inhibitors of TIM10 yeast strain; AID 463195; inhibition, % at 10 µM; 1.4% of 330,000 active; S. cerevisiae TIM10 strain growth, BacTiter-Glo luminescence, 24 h;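 active means inhibition of 40% or more at the single tested concentration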;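 further: wild-type TIM10 isogenic control strain grown at permissive 25 °C; 0% = DMSO yeast wells and 100% = minimal medium wells without yeast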
tim23-1 inh: growth inhibitors of tim23-1 mutant yeast; S. cerevisiae tim23-1 growth, BacTiter-Glo luminescence, 24 h; inhibition, % at 20 µM; 1.3% of 330,000 active; AID 463212;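 active means growth inhibition of the mutant yeast at or above 50%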;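 further: temperature-sensitive mutant grown at 25 °C; plate controls were DMSO-treated mutant yeast for no effect and medium wells lacking yeast for full effect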
Numbers without * were called inactive. This is a subset, so the mix of outcomes need not match the whole.

Start of the listing, in advance (two entries):
Structure,UPR CHOP act,UPR XBP1 act,APJ antag,Mdm2 MdmX PPI,CXCR6 inh,tim10-1 inh,APJ ag,TIM10 inh,tim23-1 inh
O=C(NCCNc1ccc([N+](=O)[O-])cc1)c1ccccc1F,3.4,-4,-9,13,2,7,-3,-2,-6
COc1cc2cc(C#N)c(SCC(=O)N3CCOCC3)nc2cc1OC,-0.7,-1,3,-32,-3,22,0,9,20

Results, from the start:
Structure,UPR CHOP act,UPR XBP1 act,APJ antag,Mdm2 MdmX PPI,CXCR6 inh,tim10-1 inh,APJ ag,TIM10 inh,tim23-1 inh
O=C(NCCNc1ccc([N+](=O)[O-])cc1)c1ccccc1F,3.4,-4,-9,13,2,7,-3,-2,-6
COc1cc2cc(C#N)c(SCC(=O)N3CCOCC3)nc2cc1OC,-0.7,-1,3,-32,-3,22,0,9,20
Cc1csc(SC(C)c2nc3scc(-c4ccccc4)c3c(=O)[nH]2)n1 (configuration not stated),1.4,-1,9,7,-1,12,-1,5,19
COc1ccc(-c2cc(C(F)(F)F)c3c(n2)sc2c(O)cc(=O)[nH]c23)c(OC)c1,2.2,4,4,-7,12,14,-4,11,2
CCn1c(CNC(=O)c2ccc(F)cc2)cc2ccccc21,1.4,-3,-1,-2,3,11,-3,-14,11
Clc1ccc(-c2csc(N3CCOCC3)n2)cc1,2.8,1,-3,-121,-7,6,-2,18,-1
CC1SC(c2ccc(Cl)cc2Cl)NC1=O (configuration not stated),-1.3,0,12,6,-9,24,-4,-4,-3
COc1ccc(NS(=O)(=O)c2cccc(C(=O)N3CCCC(C)C3)c2)cc1 (configuration not stated),1.3,-5,5,12,6,0,-2,-7,9
CC(=O)c1cc(C#N)c(SCC(=O)O)nc1C,0.5,-2,15,11,0,0,-4,-11,-8
COc1ccc(N(CC(=O)Nc2ccc3c(c2)OCO3)S(=O)(=O)c2ccccc2)cc1OC,0.4,1,-6,24,-2,-6,2,-15,-3
C=CCn1nnnc1SCC(=O)Nc1ccccc1C(=O)OC,-0.3,0,4,-1,0,17,-2,14,26
O=C(CSc1nnc2ccc(-c3ccccn3)nn12)Nc1ccc(F)cc1F,1.1,2,6,38,-6,-7,-3,-6,7

(further entries)
Structure,UPR CHOP act,UPR XBP1 act,APJ antag,Mdm2 MdmX PPI,CXCR6 inh,tim10-1 inh,APJ ag,TIM10 inh,tim23-1 inh
Cc1c(C(=O)N(Cc2ccccc2Cl)C2CCS(=O)(=O)C2)oc2ccccc12 (configuration not stated),0.0,0,3,0,4,24,-1,8,39
CC1=NNC(=O)C1CC(=O)N/N=C(/C)c1cccc([N+](=O)[O-])c1 (configuration not stated),0.5,-1,-6,-2,1,10,-3,-3,4
O=c1c2cc3c(=O)n(-c4ccccc4O)c(=O)c3cc2c(=O)n1-c1ccccc1O,0.7,-1,12,9,-5,-29,-4,11,-40
NS(=O)(=O)c1ccc(CCNC(=O)CNC(=O)c2ccc(Br)o2)cc1,-0.3,-2,1,3,8,-16,1,-2,-19
COc1cc(Cl)ccc1OCc1cc(C(=O)N(C)CCc2cnn(C)c2)no1,7.7,-3,2,-84,-5,26,-2,5,27
Cc1cc(C)cc(NC(=O)N2CCC(NC(=O)c3ccco3)CC2)c1,2.3,-3,-19,17,10,0,0,-13,8
COc1ccc(Nc2nc(C)c3ccccc3n2)cc1,9.2,3,10,-97,-7,32,6,9,33
CSc1nc(C)c(C(=O)C[n+]2ccccc2)cc1C#N,2.3,-1,17,-8,2,8,-5,3,2
O=C(Cc1ccc([N+](=O)[O-])cc1)N/N=C/c1cccnc1,1.1,-2,-15,-4,4,9,0,13,-11
Cc1cc2c(N=NC(=O)CCc3ccccc3)c(O)[nH]c2cc1Br,-0.6,-3,10,15,5,8,0,18,7
O=C(CN1CCCC1)N/N=C/c1c(O)ccc2ccccc12,-0.2,-6,-18,72*,4,3,4,14,16
CC(OC(=O)Cc1n[nH]c(=O)c2ccccc12)C(=O)Nc1cccc([N+](=O)[O-])c1 (configuration not stated),2.7,-3,9,-14,0,15,-6,-2,4

Continuation:
Structure,UPR CHOP act,UPR XBP1 act,APJ antag,Mdm2 MdmX PPI,CXCR6 inh,tim10-1 inh,APJ ag,TIM10 inh,tim23-1 inh
COC(=O)C(NC(=O)c1ccccc1C)(Nc1ncc(S(=O)(=O)c2ccc([N+](=O)[O-])cc2)s1)C(F)(F)F (configuration not stated),8.3,-1,-2,6,14,27,3,19,9
Cc1c(Cl)cccc1NC(=O)CSc1sc2c(O)cc(=O)[nH]c2c1C#N,0.5,11,0,27,-2,12,-1,7,13
CCN(CC(=O)Nc1c(F)cccc1F)C(=O)CCc1nc2cc(S(=O)(=O)N3CCOCC3)ccc2n1C,5.0,2,2,18,-7,2,6,-1,8
CCc1nnc2n1N=C(c1ccc(-c3cc(Cl)ccc3Cl)o1)CS2,0.2,4,-26,49,1,29,-7,-1,-9
CC(OC(=O)c1cccc(-n2cnnn2)c1)C(=O)c1ccccc1 (configuration not stated),1.6,-3,14,13,-4,-13,0,-14,-14
COc1ccccc1N1CCN(C(=O)c2cc(S(=O)(=O)N3CCCCC3)ccc2C)CC1,-1.0,-3,2,-16,-5,19,1,7,28
CCOc1ccccc1C(=O)N1CCC(C(=O)c2ccc(F)cc2)CC1,-1.0,-2,6,2,0,0,-4,-11,3
COc1cc(/C=N/n2c(C)nc3ccccc3c2=O)ccc1O,1.9,0,-9,-10,5,9,-1,23,12
O=C(N/C(=C/c1ccccc1)C(=O)N1CCCCC1)c1ccc(Br)o1,0.9,-1,1,-11,7,32,-6,7,35
Cc1ccccc1Cn1cc(NC(=O)c2noc3c2CC(C(C)(C)C)CC3)cn1 (configuration not stated),0.7,2,-31,7,-15,11,1,5,28
CC(Oc1ccccc1)c1ccnn1S(C)(=O)=O (configuration not stated),3.0,0,14,-13,4,20,-3,4,4
Nc1cc(C(=O)OCC(=O)NNC(=O)c2cccs2)ccc1Cl,2.2,0,-3,-10,-11,-29,5,-4,-2

Following part:
Structure,UPR CHOP act,UPR XBP1 act,APJ antag,Mdm2 MdmX PPI,CXCR6 inh,tim10-1 inh,APJ ag,TIM10 inh,tim23-1 inh
CCOC(=O)COc1ccc2cc(C(=O)OCC)c(=O)oc2c1,1.0,1,8,21,-2,-4,4,0,8
Clc1ccc(CNc2ccc(N3CCN(Cc4ccccc4)CC3)cc2)cc1,0.9,-2,-24,13,-6,-30,7,-14,-41
COC(=O)C1C(=O)CC(C)(O)C(C(=O)OC)C1c1ccccc1F (configuration not stated),-0.2,1,0,-9,-4,14,-5,-11,5
COc1ccc(CCNC(=O)c2nnn(-c3cc(C)cc(C)c3)c2N)cc1OC,-2.9,0,7,17,5,18,-2,16,1
CCOc1ccc(NS(=O)(=O)c2ccc(C(=O)NCC(c3cccs3)N3CCOCC3)cc2)cc1 (configuration not stated),0.0,-4,7,10,-3,1,-3,1,-12
Cc1ccc(NC(=O)Cn2c(=O)cnc3ccccc32)cc1S(=O)(=O)N1CCOCC1,2.1,-3,6,7,9,-6,-2,3,4
O=C(CN1C(=O)NC2(CCCC2)C1=O)NCc1ccc(F)cc1,-0.9,-4,1,24,7,-10,-1,-2,-5
Cc1ccc(CCNC(=O)c2ccc3nc4ccccc4c(=O)n3c2)cc1,-0.4,0,1,-36,-2,4,0,-12,10
COC(=O)CN1C(=O)[C@H]2[C@@H](/C=C/c3ccccc3)N3C(=O)CN(CC4CC4)C(=O)[C@@]3(Cc3ccccc3)[C@H]2C1=O,0.4,-2,1,-8,-5,7,6,-4,9
COc1ccc(NC(=O)c2cc(OC)c(OC)c(OC)c2)cn1,-1.9,0,-7,-2,4,4,-3,1,-16
COc1ccccc1OCc1ccc(C(=O)NC(C)c2ccccc2)o1 (configuration not stated),0.4,0,-7,-7,4,15,-1,-12,10
COc1ccc(S(=O)(=O)NCC(=O)N(CC(=O)NCc2ccco2)C2CCCC2)cc1,-3.1,-3,7,18,-4,9,-1,-16,10

More records:
Structure,UPR CHOP act,UPR XBP1 act,APJ antag,Mdm2 MdmX PPI,CXCR6 inh,tim10-1 inh,APJ ag,TIM10 inh,tim23-1 inh
O=C(CN1C(=O)NC(Cc2ccccc2)C1=O)Nc1ccc(OC(F)(F)F)cc1 (configuration not stated),-3.3,-1,18,14,-9,-13,0,5,-1
COc1ccccc1N(C(=O)c1ccco1)C(C(=O)NC1CCCCC1)c1cc(OC)c(OC)c(OC)c1 (configuration not stated),-2.9,-1,-1,5,12,17,-2,-13,18
CCOC(=O)C1CCN(C(=O)CN(c2ccc3c(c2)OCCO3)S(C)(=O)=O)CC1,0.6,-1,22,-5,1,6,-4,-19,4
O=C(c1ccccc1NS(=O)(=O)c1ccc(Cl)cc1)N1CCc2ccccc21,-0.4,0,-4,10,-3,-12,-1,5,17
CCCCOC(=O)c1ccc(NC(=O)C(=O)NCc2cccnc2)cc1,3.7,-1,-13,0,0,24,2,10,5
COc1ccc(/C=C/CN2CCN(CC(C)C)C(CCO)C2)cc1 (configuration not stated),-0.2,2,2,-5,0,8,1,4,8
COc1cccc(/C=N/NC(=O)CNC(=O)c2ccco2)c1O,1.3,0,-3,2,3,0,-1,-5,5
COc1ccc(-c2cc(-c3ccccc3)nc(NN)n2)cc1OC,2.6,-3,57*,2,43*,30,-13,24,43
COCCN1C(=O)N[C@@H](c2ccco2)C(C(=O)OC)=C1C,0.2,0,-51,-4,-4,-15,3,-12,-5
Cc1cc(C(=O)NNC(=S)NCC2CCCO2)cs1 (configuration not stated),1.8,0,-16,22,-1,2,-2,2,5
Cc1ccc(S(=O)(=O)CCC(=O)OCCOc2cccc(Br)c2)cc1,-2.1,-2,-37,22,0,9,-2,-14,41
CCN(CC)CCNC(=O)c1ccc(N)cc1,-0.2,-8,5,5,0,10,-4,8,2

(listing goes on)
Structure,UPR CHOP act,UPR XBP1 act,APJ antag,Mdm2 MdmX PPI,CXCR6 inh,tim10-1 inh,APJ ag,TIM10 inh,tim23-1 inh
Cc1ccccc1OCCC(=O)OCC(=O)Nc1ccc(N2CCOCC2)cc1,1.9,-6,10,44,-11,20,-1,-1,18
COc1ccccc1NS(=O)(=O)c1cc(NC(=O)Cc2n[nH]c(=O)c3ccccc23)ccc1Cl,-0.3,-1,11,29,-10,12,1,4,13
CC(C)c1ccc(O)c(N)c1,3.6,0,-17,5,-5,6,-2,-2,8
CCn1c(SCC(=O)N(C)C)nc2cc(S(=O)(=O)N3CCCCC3)ccc21,1.9,1,5,29,-10,-2,-2,4,5
COc1cccc(N2CCN(C(=O)CCCCCNc3nc(=S)[nH]c4ccccc34)CC2)c1,0.9,1,-14,17,-4,25,-3,20,18
COCCNc1nc2c(c(=O)n(C)c(=O)n2C)n1Cc1cccc(C(F)(F)F)c1,-4.1,-1,8,7,0,13,-2,3,11
O=C(Cc1cccs1)NCc1ccc(F)cc1,1.7,3,-12,-6,-5,4,-1,1,11
CC(C)C(NC(=O)c1ccc(F)cc1)C(=O)NCC1CCCO1 (configuration not stated),-2.4,-1,6,16,1,0,-1,13,-20
CC1=C(C(=O)OCCOC(C)C)C(c2cccnc2)C2=C(CCCC2=O)N1 (configuration not stated),1.4,-3,-1,0,-8,16,6,-5,12
